# High-throughput results (PubChem BioAssay)
# ERG Ets-DNA blk: blocks human ERG Ets domain binding to DNA; fluorescence polarization, His-ERG Ets domain / labelled DNA; Potency, µM (top dose mostly 76.9 µM), inactives show at the top dose FP activity, negative = inhibition, hits mostly inhibitors; actives 0.028% (n = 370,000); AID 624246; active = well fitted inhibition curve with a large enough effect in the polarisation, with a control signal flat; inconclusive = small, poorly fitted or top-dose-only effect, or effect the other way, or a change in a side signal; inactive = no such curve, though single readings can be large or run the other way; the % refers to the polarisation;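 also: polarization taken with two DNA probes labelled with fluorescein and Texas red; potency is read from the fitted curve at half-maximal effect; % of control where 0% means no effect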
#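 His-tagged ERG Ets domain (1 uM in the protein solution; 300mM KCl, 50mM Tris-HCl, 1mM EDTA, 1mM DTT, pH 7.5) received compound, then a probe mix of 5 nM fluorescein-DNA and 100nM Texas-615-DNA. Fluorescence polarization was read for both dyes.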
# APE1 inh: inhibitors of human APE1 endonuclease. P27695. recombinant APE1, TAMRA/BHQ-2 abasic DNA cleavage fluorescence. Potency, µM (doses to about 65.8 µM), for inactives: top-dose activity change, negative = inhibition, most hits filed as inhibitors. actives 0.35% (n = 350,000);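 also: potency is read from the fitted curve at half-maximal effect; plate controls were vehicle for no effect and reference inhibitor for full effect; nearly all actives have a fitted effect of over 55% in size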
#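 Incision of a quenched TAMRA/BHQ-2 THF abasic-site duplex (50 nM) by 0.75 nM APE1, after 15 min compound preincubation, measured as fluorescence increase over three 60 s reads. Values normalized to buffer, DMSO and NSC13755 control wells.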
# BLM inh: Bloom syndrome helicase (human) inhibition; P54132; recombinant BLM DNA unwinding, fluorescence dequenching; Potency, µM (series often up to 56.1 µM), for the others: top-dose activity change, negative = inhibition, actives largely listed as inhibitors; actives 0.2% (n = 350,000); AID 2528;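 also: potency is read from the fitted curve at half-maximal effect; plate controls were vehicle for no effect and no enzyme for full effect; nearly all actives have a fitted effect of over 35% in size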
# Pol iota inh: DNA polymerase iota (human) inhibition; Q9UNA4; Pol iota fluorescent replication assay, 10 min; Potency, µM (doses to about 115 µM), without a hit: at the top dose activity, negative = inhibition, most hits filed as inhibitors; actives 1% (n = 390,000); AID 588590; also: potency is read from the fitted curve at half-maximal effect
# Target sequence (Q9UNA4 whole entry, looked up): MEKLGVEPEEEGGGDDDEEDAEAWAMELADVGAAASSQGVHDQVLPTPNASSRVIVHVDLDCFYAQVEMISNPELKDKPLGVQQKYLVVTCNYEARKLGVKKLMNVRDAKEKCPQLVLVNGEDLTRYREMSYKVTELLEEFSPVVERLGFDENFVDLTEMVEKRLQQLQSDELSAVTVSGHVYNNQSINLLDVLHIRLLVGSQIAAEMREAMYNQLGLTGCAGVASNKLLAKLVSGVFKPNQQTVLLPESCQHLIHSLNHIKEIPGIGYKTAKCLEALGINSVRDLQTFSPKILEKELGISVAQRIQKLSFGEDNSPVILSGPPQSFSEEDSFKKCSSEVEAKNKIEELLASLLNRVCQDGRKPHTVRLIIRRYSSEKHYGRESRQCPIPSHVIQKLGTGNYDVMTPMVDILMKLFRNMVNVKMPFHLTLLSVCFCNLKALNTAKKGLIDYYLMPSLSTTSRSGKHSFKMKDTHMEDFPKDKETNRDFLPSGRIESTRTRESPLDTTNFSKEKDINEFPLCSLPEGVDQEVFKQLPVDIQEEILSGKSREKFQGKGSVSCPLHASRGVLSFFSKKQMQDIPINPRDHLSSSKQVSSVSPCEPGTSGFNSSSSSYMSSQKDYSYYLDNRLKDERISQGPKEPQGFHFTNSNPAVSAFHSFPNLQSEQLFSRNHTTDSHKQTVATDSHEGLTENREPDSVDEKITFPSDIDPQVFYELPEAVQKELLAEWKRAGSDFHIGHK
#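 Pol iota at 10 nM preincubated 15 min with compounds at room temperature; reaction started with fluorescent substrate, 50 nM final. Fluorescence read kinetically at 0 and 10 min; buffer-only wells as negative control.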
# POLK inh: blocks human DNA polymerase kappa activity | Q9UBT6 | actives 0.53% (n = 400,000) | AID 588579 | Potency, µM (doses to about 107 µM), without a hit: at the top dose activity, negative = inhibition, most hits filed as inhibitors | purified Pol kappa, fluorescent DNA synthesis assay, 10 min; also: potency is read from the fitted curve at half-maximal effect; % is scaled to controls: 0 for no effect and ±100 for the full control effect
#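 Kinetic fluorescence screen: compound preincubated 15 min RT with 10 nM enzyme; 50 nM substrate (final) initiates; reads at 0/10 min.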
# POLB inh: blocks human DNA polymerase beta activity. Pol beta primer extension/strand displacement, fluorescence kinetic. Potency, µM (top dose mostly 114 µM), inactives show at the top dose activity change, negative = inhibition, most hits filed as inhibitors. actives 1.3% (n = 340,000); also: potency is read from the fitted curve at half-maximal effect; % is scaled to controls: 0 for no effect and ±100 for the full control effect
#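 10 nM enzyme + cpd, 15 min RT; start with substrate 50 nM final; read 0 min and after 10 min RT. Corrected, normalized data; 4-parameter Hill curve fit.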
# Anesthetic bind: candidate novel general anesthetic via apoferritin binding. P02791. apoferritin/1-aminoanthracene competitive binding, fluorescence. Potency, µM (titrated, usually from 77.5 µM), for the others: top-dose activity change, negative = displacement, usual class: inhibitors. actives 0.074% (n = 350,000); also: potency is read from the fitted curve at half-maximal effect; % is scaled to controls: 0 for no effect and ±100 for the full control effect; nearly all actives have a fitted effect of over 20% in size
# Target sequence (P02791 2-175 limits assumed): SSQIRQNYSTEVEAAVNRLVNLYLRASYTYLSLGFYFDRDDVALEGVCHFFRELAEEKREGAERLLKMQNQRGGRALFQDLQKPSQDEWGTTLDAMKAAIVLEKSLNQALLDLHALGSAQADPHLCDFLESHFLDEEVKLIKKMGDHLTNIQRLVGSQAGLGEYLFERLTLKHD
#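 Concentration-response curves derived by four-parameter Hill fitting of normalized fluorescence, where compounds displaced 1-AMA from 10 uM horse apoferritin following a brief 10 min room-temperature incubation; propofol titration acted as positive control.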
# ALOX12 inh: blocks human arachidonate 12S-lipoxygenase. actives 1.1% (n = 580,000). Potency, µM (doses to about 108 µM), inactives show at the highest dose activity change, negative = inhibition, usual class: inhibitors. purified 12hLO, xylenol orange hydroperoxide absorbance. AID 1671190. P18054; also: potency is read from the fitted curve at half-maximal effect; % is scaled to controls: 0 for no effect and ±100 for the full control effect
#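 Purified human 12hLO at 150 nM in 25 mM Hepes, 0.01% Triton X-100, pH 7.0, preincubated 15 min at room temperature with compound. Reaction started with 40 uM arachidonic acid, 30 min at room temperature. Hydroperoxide measured by Fe-xylenol orange, 573/405 nm absorbance ratio.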
# TRHR agonist: agonists of human TRH receptor; P34981; TRHR cells, calcium flux fluo-8, FDSS agonist mode; activation, % at 2 µM; actives 0.18% (n = 360,000); in the data active = activation above about 30%; also: 0% is about no effect
#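 TRHR-expressing cells, plated overnight in medium with 10% serum, were loaded with fluo-8 calcium dye at room temperature. After a 10 s baseline, library compound was pin-added and calcium release was recorded kinetically (ex 480/em 530) as agonist response.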
# * hit, by the source's call; u = inconclusive; x = not tested or not shown; & = joins results of further samples; [ ] = remark or other dose. Unless noted, calls follow the shape of the dose curve; as a rule, active = well fitted curve in the direction sought with a large enough effect; inconclusive = small, poorly fitted or top-dose-only effect, or another doubt; inactive = no such curve, though single readings can be large; an effect the other way counts as inactive or inconclusive. Some of the compounds tested; rates above refer to the full screens.
no. | canonical_smiles | ERG Ets-DNA blk | APE1 inh | BLM inh | Pol iota inh | POLK inh
1 | O=C(CCNC(=O)c1ccccc1)OCC(=O)c1cccc(Cl)c1 | -4% | -6% | 0% | -25% | 9%
2 | COc1cccc(-c2cncnc2-n2ccnc2)c1 | x | 0% | -3% | x | 3%[60.1 µM]
3 | CC(=O)c1sc(-c2ccccc2)nc1C | -12% | 4% | -1% | 1% | 4%
4 | COc1ccc(CNC(=O)c2sc3nc4c(c(C(F)(F)F)c3c2N)CCC4)cc1OC | -9% | 4% | -5% | -3% | -6%
5 | O=[N+]([O-])c1ccc(-n2nnnc2-c2ccccc2)c([N+](=O)[O-])c1 | -3% | -1% | -1% | -2% | -14%
6 | CC(C)=CCc1c2c(c(O)c3c(=O)c(O)c(-c4ccccc4)oc13)C=CC(C)(C)O2 | x | 4% | -1% | x | -8%[60.1 µM]
7 | C#CCNC(=O)C1=C[C@@H](C2CC2)[C@H](CCCO)[C@@H](OCC)O1 | 6% | 0% | 4% | 29% | 10%
8 | O=C(CSc1nnc(-c2ccc(Br)cc2)n1-c1ccccc1)c1ccccc1 | -1% | x | -7% | -5% | 1%[60.1 µM]
9 | Cn1c2cc(C#N)sc2c2cnn(Cc3ccc(F)cc3)c(=O)c21 | x | 11%&-1% | x | -49% | -2%
10 | CN1C2CCC1CC(OC(c1ccccc1)c1ccccc1)C2 (centres undefined) | -8% | -2%&-5% | 6%&-1% | -2%[58.9 µM] | 2%[60.1 µM]
11 | Cc1ccc(Cl)c(OCCCCN(C)Cc2ccccc2)c1 | -7% | -6% | 0% | 8% | -4%
12 | CCOc1cc(/C=C(/NC(C)=O)C(=O)O)cc(Cl)c1OCc1ccc(Br)cc1 | -2% | -1% | 1% | 17% | -24%
13 | O=C(CCCC(=O)NCC1CCCO1)NCC1CCCO1 (centres undefined) | -9% | 1% | 1% | 6% | 2%
14 | Cc1oc(-c2cccc(Cl)c2)nc1CSCC(=O)NCc1ccccc1Cl | -11% | x | -9% | 2% | -6%
15 | O=C(c1cc(COc2ccc(F)c(F)c2)on1)N1CCOCC1 | 15% | -8% | -3% | -24% | -3%

no. | POLB inh | Anesthetic bind | ALOX12 inh | TRHR agonist
1 | -8% | u | 10% | -0.9
2 | x | 3% | u | x
3 | 7% | -7% | 83%[activator] | -0.6
4 | 1% | -1% | -18% | 2.3
5 | 26% | 7% | -20% | -0.1
6 | x | u | x | x
7 | 7% | 2% | 13% | -0.5
8 | 0% | u | u | -0.5
9 | x | x | 0% | -0.2
10 | 2%[57.1 µM] | -7%&-8% | 4% | 0.2
11 | 4% | -21% | 0% | -0.4
12 | 1% | -10% | -23% | 0.0
13 | 32% | -5% | 0% | 0.4
14 | 3% | -1% | 0% | 1.0
15 | 6% | -10% | 22% | -1.2

# Part of the list above, with two lines to a compound.
# Every second line gives: ERG Ets-DNA blk	APE1 inh	BLM inh	Pol iota inh	POLK inh	POLB inh	Anesthetic bind	ALOX12 inh	TRHR agonist
7) C#CCNC(=O)C1=C[C@@H](C2CC2)[C@H](CCCO)[C@@H](OCC)O1
    6%	0%	4%	29%	10%	7%	2%	13%	-0.5
10) CN1C2CCC1CC(OC(c1ccccc1)c1ccccc1)C2 (centres undefined)
    -8%	-2%&-5%	6%&-1%	-2%[58.9 µM]	2%[60.1 µM]	2%[57.1 µM]	-7%&-8%	4%	0.2

# The list continues:
no. | canonical_smiles | ERG Ets-DNA blk | APE1 inh | BLM inh | Pol iota inh | POLK inh
16 | Cc1ccc(NC(=O)CSC2=Nc3ccccc3C3=NC(Cc4ccccc4)C(=O)N23)cc1C (centres undefined) | -2% | x | -6% | -8% | -1%[60.1 µM]
17 | COC(=O)c1cc(OC)c(OC)cc1NC(=O)CSc1nnc(-c2cccnc2)n1C | 4% | -17% | -11% | 13% | -5%
18 | COC(=O)c1cc2sc(Cl)cc2n1Cc1nc(-c2cccc(C)c2)oc1C | x | -3% | 2% | x | x
19 | COc1ccc(NS(=O)(=O)c2cccc3nsnc23)cc1Cl | -11% | 15% | -2% | 29% | 7%
20 | COc1ccc(C2Nc3ccccc3C(=O)N2Cc2ccccc2)cc1CSc1ccccn1 (centres undefined) | -7% | 1% | -6% | -4% | -4%
21 | CC(=O)c1c(C)[nH]c(C(=O)OCc2nnc(-c3ccc([N+](=O)[O-])cc3)o2)c1C | 4% | -18% | x | u | -25%
22 | CCN(C(=O)c1cn(CC(C)C)c(=O)c2cc(OC)c(OC)cc12)c1cc(OC)ccc1OC | 1% | x | 0% | -19% | -15%
23 | CCC(=O)N1CCCc2cc(S(=O)(=O)N3CCN(c4ncccn4)CC3)ccc21 | 30% | 17% | -1% | u | -3%
24 | CCOc1ccc(NC(=O)c2cccc(NC(=O)c3ccccc3)c2)cc1 | -4% | 50%[activator] | -7% | 111%[activator] | -5%
25 | COc1cccc(CN2CCCCC2C(=O)O)c1 (centres undefined) | -5% | -3% | -4% | 65%[activator] | -9%
26 | CC1CN(C(=O)c2cc(COc3c(F)cccc3F)on2)CCN1C (centres undefined) | -2% | x | x | 10% | -18%
27 | CCN(c1ccc(F)cc1)S(=O)(=O)c1cccc2nsnc12 | -10% | 16% | 0% | 16% | -17%
28 | O=C(NNC1=Nc2ccccc2SC1)c1ccc(Cl)cc1 | 1% | -5% | 0% | 61%[activator] | -9%
29 | CCc1ccc(NC(=O)c2cc(S(=O)(=O)NC3CCCC3)ccc2F)cc1 | 9% | x | -11% | -10% | -12%[60.1 µM]
30 | Cc1c(C(=O)N(C)Cc2cccc(F)c2)oc2c(Cl)cccc12 | -8% | 47%[activator] | -9% | -18% | -3%

no. | POLB inh | Anesthetic bind | ALOX12 inh | TRHR agonist
16 | -1% | -4% | u | 0.9
17 | 0% | -6% | -8% | -0.2
18 | 6% | -12% | x | -0.4
19 | 10% | -7% | 5% | -1.7
20 | 10% | -3% | -19% | 0.2
21 | x | x | 0% | x
22 | -11% | -4% | -31% | -0.2
23 | 20% | -2% | 19% | 0.1
24 | 1% | -9% | 4% | -1.0
25 | -2% | -1% | 10% | -0.1
26 | x | x | 4% | x
27 | -23% | -8% | 8% | 0.0
28 | 20% | -11% | 0% | 0.1
29 | -5% | -4% | -23% | -0.8
30 | -15% | -6% | -10% | 0.1

# Next part:
no. | canonical_smiles | ERG Ets-DNA blk | APE1 inh | BLM inh | Pol iota inh | POLK inh
31 | CCOc1ccc(CCNC(=O)c2ccc(CS(=O)Cc3ccc(Cl)cc3)o2)cc1OCC (centres undefined) | -16% | 3% | -2% | 2% | -7%
32 | Cc1ccc(C)c2[nH]c(=O)c(CCNS(=O)(=O)c3ccccc3)cc12 | -8% | -7% | 4% | -4% | -14%
33 | Nc1ncnc(Nc2ccc(S(N)(=O)=O)cc2)n1 | 2% | -4% | 2% | 6% | -1%
34 | CN1CCN(c2ccccc2NC(=O)c2ccc(-c3cccc(Cl)c3)o2)CC1 | -7% | 1% | -3% | 7% | -10%
35 | N#C/C(=C\c1c(N2CCCCCC2)nc2ccccn2c1=O)C(=O)NC1CCS(=O)(=O)C1 (centres undefined) | 5% | -5% | 0% | 18% | 3%
36 | Cc1ccc(NC(=O)CCn2nnc3ccccc32)c(C)c1 | -1% | 4% | -8% | 70%[activator] | -6%
37 | Cc1ccc(Cn2cc(S(=O)(=O)c3cccc(Cl)c3)c(=O)c3cc(F)c(N4CCOCC4)cc32)cc1 | -6% | x | -1% | 1% | -10%
38 | O=C(CC1CCCC1)Nc1ccc(Cl)c(S(=O)(=O)N2CCOCC2)c1 | 1% | 0% | x | 53%[activator] | -13%
39 | CC(=O)COC(=O)C1CCN(S(=O)(=O)c2cc([N+](=O)[O-])ccc2Cl)CC1 | 5% | u | -9% | u | u
40 | COc1cc(NC(=O)Cn2c(=O)n(Cc3ccccc3OC)c(=O)c3cccnc32)cc(OC)c1 | 9% | x | 3% | u | u
41 | CCCC(=O)c1cn(CC(=O)OC)c2ccccc12 | 5% | 2% | 0% | 0% | 0%
42 | O=C(Nc1nc(-c2cc(F)ccc2F)cs1)C1=COCCO1 | 9% | 32% | x | -10% | -10%
43 | CC1CCCCN1S(=O)(=O)c1ccc(N(C(=O)c2cnccn2)C(C(=O)NC2CCCCC2)c2cccs2)cc1 (centres undefined) | 11% | -5% | -2% | 14% | -2%
44 | Nc1cc(-c2cccc(Br)c2)nn1Cc1ccccc1 | -11% | 4% | -10% | 15% | -9%
45 | COc1ccc(CNC(=O)CN2C(=O)NC(Cc3ccccc3)(c3ccccc3)C2=O)cc1OC (centres undefined) | -1% | 2% | x | -2% | 0%
46 | O=C(CNC(=O)c1ccc(Br)o1)Nc1ccccc1 | 11% | -9% | 2% | 16% | -1%
47 | O=C(Nc1ccc(N2CCN(C(=O)c3ccco3)CC2)cc1)c1ccco1 | -6% | -5% | -10% | 68%[activator] | 2%
48 | CC1CC1C(=O)OCC(=O)NC(=O)c1ccc(C(C)(C)C)cc1 (centres undefined) | -2% | 15% | x | 8% | -19%

no. | POLB inh | Anesthetic bind | ALOX12 inh | TRHR agonist
31 | 3% | -13% | 1% | -0.3
32 | -2% | -11% | 2% | -0.4
33 | -10% | -1% | 4% | 0.7
34 | -35% | u | 0% | 0.1
35 | 37% | -5% | -8% | -0.7
36 | -30% | -2% | u | 0.2
37 | -1% | u | 3% | 1.0
38 | x | x | -16% | x
39 | 28µM* | 0% | 0% | 0.1
40 | 13% | 56%[activator] | -21% | -0.3
41 | 14% | -8% | 154%[activator] | -0.8
42 | x | x | 1% | -0.2
43 | 7% | -6% | -23% | -2.2
44 | -1% | -14% | -27% | -0.1
45 | x | x | -2% | -1.4
46 | 43% | -5% | 0% | 0.9
47 | 1% | -5% | 5% | 0.2
48 | x | x | -1% | x
